KCNK3 block = human KCNK3 channel inhibition, primary screen; 340,000 compounds, 0.84% hits; AID 602410; CHO-KCNK3 thallium flux, FluxOR fluorescence; hits give low values; B-score at 10 µM;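 active = B-score under library mean minus 4 SD, starting fluorescence ratio at most library mean plus 5 SD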;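 note: more negative B-score means stronger inhibition of thallium flux through KCNK3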
Target sequence (O14649 whole entry, looked up): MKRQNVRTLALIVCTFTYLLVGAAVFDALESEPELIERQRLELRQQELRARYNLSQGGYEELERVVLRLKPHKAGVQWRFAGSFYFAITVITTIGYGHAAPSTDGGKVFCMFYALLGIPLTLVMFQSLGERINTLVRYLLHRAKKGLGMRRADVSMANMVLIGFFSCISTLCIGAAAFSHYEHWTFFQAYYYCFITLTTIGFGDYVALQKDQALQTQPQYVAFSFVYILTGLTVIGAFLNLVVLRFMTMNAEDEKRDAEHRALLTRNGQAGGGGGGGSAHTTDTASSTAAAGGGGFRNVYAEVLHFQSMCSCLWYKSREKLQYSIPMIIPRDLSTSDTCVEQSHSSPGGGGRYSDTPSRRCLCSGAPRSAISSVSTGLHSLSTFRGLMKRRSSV
DYRK1A inh = inhibitors of rat Dyrk1A kinase; Q63470; ADP-Glo luminescence, NFATc1 peptide; inhibition, % at 12.5 µM; 310,000 compounds, 0.43% hits; AID 504441; in the data active = inhibition above about 50%;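 note: plate controls were vehicle with enzyme for no effect and no enzyme for full effect; many of its hits are not listed in these tables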
* hit, by the source's call; i = inactive. An excerpt; rates above refer to the full screens.

SMILES	KCNK3 block	DYRK1A inh
COc1ccc(CNC(=O)CN2CCC(NC(=O)c3cccc(OC)c3)CC2)cc1	i	2.2
O=C(/C=C/c1ccccc1)Nc1cccc(C(=O)N2CCCCC2)c1	i	-3.2
C=CC1(C)CN(Cc2ccco2)S(=O)(=O)c2c(F)cccc2O1 (stereo not given)	i	2.2
CC(C)(C)OC(=O)N1CCCC(C(=O)Nc2cccc(C(=O)NCCCCc3ccccc3)c2)C1 (stereo not given)	i	2.6
O=C(Nc1ccn(CCCNCC2CCCO2)c(=O)n1)OCc1ccccc1 (stereo not given)	i	3.6
C[C@H](CO)N1C[C@H](C)[C@@H](CN(C)C(=O)Nc2ccc(C(F)(F)F)cc2)Oc2ccc(NC(=O)Nc3ccc4c(c3)OCO4)cc2C1=O	i	-0.3
Cc1ccccc1C(=O)N1[C@@H](C(C)C)COc2cc(Br)ccc2S1(=O)=O	i	2.5
CC(C)(C)OC(=O)N(Cc1ccccc1)Cc1ccccc1OCc1cccc(NC(=O)C2CC2)c1	i	-5.8
COc1ccc(C2CC(=O)CCN2S(=O)(=O)c2ccc(C)cc2)cc1 (stereo not given)	i	-2.8
CCN(C[C@H]1N[C@@](CC)(C(=O)OC)[C@H]2C(=O)N(C)C(=O)[C@@H]12)C(=O)c1ccccc1	i	-3.5
CCCN=C1N(CC)C[C@@H]2[C@@H]3C(=O)N(C)C(=O)[C@@H]3[C@](CC)(C(=O)OC)N12	i	-0.1
CCN(CC)C(=O)[C@H]1CC(CC(=O)NCc2ccco2)C(=O)N2CCc3c([nH]c4ccc(OC)cc34)[C@]12C (stereo not given in full)	i	-4.2
CC(C)(C)OC(=O)N(CCc1ccccc1)Cc1ccccc1OCc1cccc(NC(=O)C2CCCC2)c1	i	-4.8
Cc1ccc(NC(=O)c2ncn(CCCNCCCN3CCCC3=O)n2)cc1C	i	10.0
CCOC(=O)C1=CN(C(C)C)CCC1=O	i	-0.9
CN(C(=O)c1cccc(NC(=O)Cc2ccc(NC(=O)C3CCN(C(=O)C4CCC4)CC3)cc2)c1)C1CCCCC1	i	0.5
CN(C(=O)c1cccc(NC(=O)Cc2ccc(NC(=O)C3CCN(C(=O)CCc4ccccc4)CC3)cc2)c1)C1CCCCC1	i	4.7
CCCCNC(=O)C(C)N(CCN(C)C)C(=O)CCCN1C(=O)NC(c2ccc(Cl)cc2)C(C(=O)OCc2ccccc2)=C1C (stereo not given)	i	5.3
CC(C)N(C(=O)[C@H]1C[C@H](CC(=O)NC(C)(C)C)C(=O)N2CCc3c([nH]c4cc(-c5ccco5)ccc34)[C@]12C)C(C)C	i	-1.4
CCCCN1CC(COCc2ccccc2)Oc2cccc(Oc3ccc(C)cc3)c2S1(=O)=O (stereo not given)	i	-2.7
CN(Cc1ccccc1)C(=O)c1cccc(NC(=O)Cc2ccc(NC(=O)C3CCN(C(=O)CCc4ccccc4)CC3)cc2)c1	i	-1.6
CC(=O)C[C@@H](O)CC(=O)[C@@H]1OC(=O)[C@@H](C)CCCCc2ccccc21	i	6.2
CC(C)(C)S(=O)N1Cc2cc(=O)n(Cc3ccccc3)c(CCO)c2[C@H]1CCO (stereo not given in full)	i	-2.0
CCN(C[C@H]1N[C@@](CC)(C(=O)OC)[C@H]2C(=O)N(C)C(=O)[C@@H]12)S(=O)(=O)c1ccccc1	i	0.9
CC(C)=CCC/C(C)=C/CNC(=O)C[C@H]1C[C@H](C(=O)N2CCOCC2)[C@@]2(C)c3[nH]c4ccc(Cl)cc4c3CCN2C1=O	i	-2.0

Single records, as listed above. Screens in order: KCNK3 block | DYRK1A inh
C[C@H](CO)N1C[C@H](C)[C@@H](CN(C)C(=O)Nc2ccc(C(F)(F)F)cc2)Oc2ccc(NC(=O)Nc3ccc4c(c3)OCO4)cc2C1=O across the screens: i | -0.3
CC(C)(C)OC(=O)N1CCCC(C(=O)Nc2cccc(C(=O)NCCCCc3ccccc3)c2)C1 (stereo not given) across the screens: i | 2.6
CC(C)(C)OC(=O)N(Cc1ccccc1)Cc1ccccc1OCc1cccc(NC(=O)C2CC2)c1 across the screens: i | -5.8
CCCCN1CC(COCc2ccccc2)Oc2cccc(Oc3ccc(C)cc3)c2S1(=O)=O (stereo not given) across the screens: i | -2.7

Next part.
SMILES	KCNK3 block	DYRK1A inh
COC(=O)C(C)(C)c1cccnc1C#N	i	-10.1
O=C(Cc1cccc(NC(=O)C2CCCN(C(=O)C3CCC3)C2)c1)Nc1ccc(C(=O)N2CCCCC2)cc1 (stereo not given)	i	-1.5
CC(CNCCCn1cnc2c(OCc3ccccc3)ncnc21)c1ccccc1 (stereo not given)	i	1.9
CC[C@]1(C(=O)OC)[C@H]2C(=O)N(C)C(=O)[C@H]2[C@H]2CN=C(SCc3ccc(C(=O)OC)cc3)N21	i	-1.4
Cc1ccc([C@@H]2CC=C(C(=O)O)[C@H](c3ccccc3F)N2S(=O)(=O)c2ccccc2C)cc1	i	3.8
CC[C@@]1(C(=O)OC)N[C@H](CN(C)S(=O)(=O)c2ccc(OC(F)(F)F)cc2)[C@@H]2C(=O)N(C)C(=O)[C@@H]21	i	2.2
CN(CCc1ccccc1)C(=O)c1cccc(NC(=O)Cc2cccc(NC(=O)C3CCCN(C(=O)C4CCCC4)C3)c2)c1 (stereo not given)	i	6.2
CCCN=C1N(C)C[C@@H]2[C@@H]3C(=O)N(C)C(=O)[C@@H]3[C@](CC)(C(=O)OC)N12	i	-5.2
CCN(C[C@H]1N[C@@](Cc2ccccc2)(C(=O)OC)[C@H]2C(=O)N(C)C(=O)[C@@H]12)S(=O)(=O)c1ccc(C(C)(C)C)cc1	i	-1.1
COc1ccc2[nH]c3c(c2c1)CCN1C(=O)C(CC(=O)NCc2ccco2)C[C@H](C(=O)N2CCOCC2)[C@@]31C (stereo not given in full)	i	-19.1
CCOC(=O)C1=CN(CC)S(=O)(=O)NC1CCc1ccccc1 (stereo not given)	i	0.9
CC[C@]12c3[nH]c4cc(-c5ccco5)ccc4c3CCN1C(=O)[C@@H](CC(=O)NCCCN(C)C)C[C@@H]2C(=O)N1CCN(C(=O)c2ccco2)CC1	i	0.0
O=S1(=O)c2c(F)cccc2OC(COCc2ccccc2)CN1C1CCCC1 (stereo not given)	i	-7.8
COc1ccc(S(=O)(=O)N(C)C[C@H]2Oc3ccc(NC(=O)c4ccncc4)cc3C(=O)N([C@H](C)CO)C[C@@H]2C)cc1	i	2.1
COC(=O)C[C@H](NC(=O)Cn1cc(C)c(=O)[nH]c1=O)C(=O)OC	i	8.8
C[C@]12c3[nH]c4cc(-c5ccco5)ccc4c3CCN1C(=O)[C@@H](CC(=O)NCC13CC4CC(CC(C4)C1)C3)C[C@@H]2C(=O)N1CCOCC1	i	-2.7
CC(C)C(=O)Nc1cccc(COc2cccc(CN(Cc3ccccc3)C(=O)OC(C)(C)C)c2)c1	i	7.9
Cc1cc(OCc2cn(CC(=O)c3ccc(O)cc3)nn2)ccc1[N+](=O)[O-]	i	-0.8
CCN(C[C@H]1N[C@@](CC)(C(=O)OC)[C@H]2C(=O)N(Cc3ccccc3)C(=O)[C@@H]12)C(C)=O	i	2.4
CCn1c(N2CCN(CC(=O)c3ccc(OC)cc3)CC2)nc2ccccc21	i	8.7
COc1ccc(CNCCS(=O)(=O)NCc2ccc(OC)cc2)cc1	i	5.3
CCN(CC)C(=O)[C@H]1C[C@H](CC(=O)NCCCn2ccnc2)C(=O)N2CCc3c([nH]c4cc(-c5ccco5)ccc34)[C@]12C	i	1.0
CC(C)(C)OC(=O)C[C@H]1C/C=C\C[C@H](CC(=O)N[C@@H](CO)Cc2ccccc2)C(=O)N[C@H](C(C)(C)C)COC1=O	i	-2.0
CCN1C(=O)[C@H]2[C@H]3CN=C(SCc4ccccc4)N3[C@@](C)(C(=O)OC)[C@H]2C1=O	i	0.7
O=S(=O)(N[C@H](CO)c1ccccc1)c1ccc(Br)cc1F	i	0.1

As a short view, some entries already given.
SMILES	KCNK3 block	DYRK1A inh
COc1ccc(CNC(=O)CN2CCC(NC(=O)c3cccc(OC)c3)CC2)cc1	i	2.2
O=C(/C=C/c1ccccc1)Nc1cccc(C(=O)N2CCCCC2)c1	i	-3.2
C=CC1(C)CN(Cc2ccco2)S(=O)(=O)c2c(F)cccc2O1 (stereo not given)	i	2.2
CC(C)(C)OC(=O)N1CCCC(C(=O)Nc2cccc(C(=O)NCCCCc3ccccc3)c2)C1 (stereo not given)	i	2.6

The list goes on.
SMILES	KCNK3 block	DYRK1A inh
CC[C@]12c3[nH]c4ccc(OC)cc4c3CCN1C(=O)C(CC(=O)NC/C=C(\C)CCC=C(C)C)C[C@@H]2C(=O)N1CCN(C(=O)C2CC2)CC1 (stereo not given in full)	i	-0.9
O=C(Cc1cccc(NC(=O)C2CCCN(C(=O)C3CCCC3)C2)c1)Nc1ccc(C(=O)N2CCOCC2)cc1 (stereo not given)	i	-1.8
CN(CCc1ccccc1)C(=O)c1cccc(NC(=O)Cc2cccc(NC(=O)C3CCCN(C(=O)CCc4ccccc4)C3)c2)c1 (stereo not given)	i	0.4
CN(CCc1ccccc1)C(=O)c1ccc(NC(=O)Cc2cccc(NC(=O)C3CCN(C(=O)C4CC4)CC3)c2)cc1	i	6.3
C[C@@]12C(=O)N(CC3CCCO3)CC(=O)N1[C@@H]1c3ccccc3OC[C@@H]1[C@@H]2c1ccccc1 (stereo not given in full)	i	45.2
COC(=O)c1ccc(CSC2=NC[C@@H]3[C@@H]4C(=O)N(Cc5ccccc5)C(=O)[C@@H]4[C@](C)(C(=O)OC)N23)cc1	i	-0.6
CC[C@]12c3[nH]c4cc(CCC(=O)N(C)C)ccc4c3CCN1C(=O)[C@@H](CC(=O)NCCCN(C)C)C[C@@H]2C(=O)N1CCN(C(=O)c2ccco2)CC1	i	2.3
CCOC(=O)[C@H]1[C@H]2COc3ccc(Br)cc3[C@@H]2N2C(=O)CN(C)C(=O)[C@@]12C	i	-7.4
C[C@H](CO)N1C[C@H](C)[C@@H](CN(C)Cc2ccccc2)Oc2c(NC(=O)c3ccncc3)cccc2C1=O	i	-1.7
COc1ccc(CN(C)CCCn2cnc3c(OCc4ccccc4)ncnc32)cc1	i	6.1
CN(Cc1ccccc1)C(=O)c1cccc(NC(=O)Cc2cccc(NC(=O)C3CCN(C(=O)C4CC4)CC3)c2)c1	i	3.3
CCCC[C@@H]1C=C(C(=O)O)[C@H](c2ccc(C#N)cc2)N1S(=O)(=O)c1ccc(C)cc1	i	-7.4
CCN(C[C@H]1N[C@@](C)(C(=O)OC)[C@H]2C(=O)N(Cc3ccccc3)C(=O)[C@@H]12)C(=O)C1CCCCC1	i	-0.5
c1ccc(COc2ncnc3c2ncn3CCCN2CCN(c3ccccn3)CC2)cc1	i	9.2
F[B-](F)(F)c1cncc2ccccc12	i	22.2
CN(C)C(=O)CCc1ccc2c3c([nH]c2c1)[C@]1(C)[C@@H](C(=O)N2CCCCC2)C[C@H](CC(=O)NCc2cccc(C(F)(F)F)c2)C(=O)N1CC3	i	0.4
CC(C)C[C@@H](CNCC(=O)[C@H](C)NC(=O)c1[nH]cnc1C(=O)N[C@H](CN)CC(C)C)NC(=O)c1nc[nH]c1C(=O)N[C@@H](C)C(=O)O	i	-0.3
COc1cc(=O)oc(CCC(C)O)c1C (stereo not given)	i	-3.2
COC(=O)c1cc2c(n(-c3ccccc3)c1=O)CCCC2=O	i	-0.4
Cc1nn(-c2ccccn2)c2c1C(=O)CC(C)(C)C2N=[N+]=[N-] (stereo not given)	i	-1.8
CN(C(=O)c1cccc(NC(=O)Cc2cccc(NC(=O)C3CCN(C(=O)C4CCCCC4)CC3)c2)c1)C1CCC1	i	1.3
Cc1ccc(S(=O)(=O)N2[C@@H](c3ccc(C(C)(C)C)cc3)C(C(=O)O)=CC[C@H]2c2ccc(Cl)cc2)cc1	i	5.9
O=C(Cc1cccc(NC(=O)C2CCCN(C(=O)c3ccccc3)C2)c1)Nc1cccc(C(=O)N2CCOCC2)c1 (stereo not given)	i	-1.3
COc1ccc2[nH]c3c(c2c1)CCN1C(=O)C(CC(=O)NCCc2ccccn2)C[C@H](C(=O)N2CCCCC2)[C@@]31CCc1ccccc1 (stereo not given in full)	i	-1.0
CCOC(=O)C1=CN(Cc2ccco2)S(=O)(=O)N(CC)C1c1cccc(OC)c1 (stereo not given)	i	-0.5

Going on with the list:
SMILES	KCNK3 block	DYRK1A inh
CC(C)C[C@@H](CNCC(=O)[C@H](CC(C)C)NC(=O)c1[nH]cnc1C(=O)N[C@@H](C)CN)NC(=O)c1nc[nH]c1C(=O)N[C@@H](C)C(=O)O	i	-5.1
CC(C)C[C@@H](CN1CCCC1CN1C(=S)NC[C@@H]1Cc1ccc(O)cc1)N1C[C@H](Cc2ccc(O)cc2)N(CCc2ccccc2)C1=S (stereo not given in full)	i	-1.7
S=c1[nH]nc2sc3ccccc3n12	i	30.7
O=C1c2ccccc2[C@@H]2C[C@@H](O)[C@H](Nc3cccc4ccccc34)CCN12	i	1.6
COC(=O)[C@H](C)N(Cc1ccc(Cl)c(Cl)c1)S(=O)(=O)CCN1CCN(c2ccccc2)CC1	i	3.0
C[C@@H]1COC(=O)CCC/C=C\C[C@@H](CC(=O)N(CCO)Cc2ccccc2)C(=O)N1	i	-2.8
CCC(C)C1/C=C\CC(NC(=O)OCC2c3ccccc3-c3ccccc32)CC(=O)N1Cc1ccccc1 (stereo not given)	i	1.9

Ordered by molar mass (highest first): 3 of the compounds above.
SMILES	KCNK3 block	DYRK1A inh
CC(C)C[C@@H](CN1CCCC1CN1C(=S)NC[C@@H]1Cc1ccc(O)cc1)N1C[C@H](Cc2ccc(O)cc2)N(CCc2ccccc2)C1=S (stereo not given in full)	i	-1.7
C[C@@H]1COC(=O)CCC/C=C\C[C@@H](CC(=O)N(CCO)Cc2ccccc2)C(=O)N1	i	-2.8
S=c1[nH]nc2sc3ccccc3n12	i	30.7

Screening data as filed in PubChem BioAssay.
